EPAC2 ag = agonists of human EPAC2 (RAPGEF4); EPAC2 activation, biochemical qHTS; response scale: 100% = 6.5 mM cAMP response; Potency, µM (titrated, usually from 154 µM), inactives show at the highest dose activation, actives largely listed as activators; actives 0.079% (n = 360,000); Q8WZA2; further: nearly all actives have a fitted effect of over 50% in size
Target sequence (Q8WZA2 whole entry, looked up): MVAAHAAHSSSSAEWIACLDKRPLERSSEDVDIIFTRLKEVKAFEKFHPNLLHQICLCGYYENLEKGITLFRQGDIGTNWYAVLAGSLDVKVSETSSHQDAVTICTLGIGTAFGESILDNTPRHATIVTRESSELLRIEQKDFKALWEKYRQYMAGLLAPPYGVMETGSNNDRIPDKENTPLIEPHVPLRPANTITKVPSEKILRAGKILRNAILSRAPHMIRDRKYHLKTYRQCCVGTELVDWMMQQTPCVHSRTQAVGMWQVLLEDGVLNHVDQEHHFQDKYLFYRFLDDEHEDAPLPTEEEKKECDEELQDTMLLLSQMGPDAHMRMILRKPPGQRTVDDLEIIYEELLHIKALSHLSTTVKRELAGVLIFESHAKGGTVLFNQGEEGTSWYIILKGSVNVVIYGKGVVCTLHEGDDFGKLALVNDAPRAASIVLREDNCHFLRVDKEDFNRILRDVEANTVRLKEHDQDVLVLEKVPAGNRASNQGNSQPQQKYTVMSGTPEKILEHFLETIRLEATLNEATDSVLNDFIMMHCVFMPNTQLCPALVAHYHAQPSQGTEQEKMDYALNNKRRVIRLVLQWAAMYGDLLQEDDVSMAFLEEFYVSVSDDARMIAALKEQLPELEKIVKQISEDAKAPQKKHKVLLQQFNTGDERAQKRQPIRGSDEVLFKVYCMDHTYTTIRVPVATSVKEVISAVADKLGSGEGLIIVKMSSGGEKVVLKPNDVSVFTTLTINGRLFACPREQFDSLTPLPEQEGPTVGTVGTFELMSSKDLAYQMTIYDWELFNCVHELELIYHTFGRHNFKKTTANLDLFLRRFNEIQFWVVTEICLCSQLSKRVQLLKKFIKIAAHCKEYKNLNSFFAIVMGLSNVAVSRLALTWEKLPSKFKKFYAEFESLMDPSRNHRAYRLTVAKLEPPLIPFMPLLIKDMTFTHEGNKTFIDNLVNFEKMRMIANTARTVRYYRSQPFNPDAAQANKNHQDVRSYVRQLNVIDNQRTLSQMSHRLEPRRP
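EPAC2 (100 nM) mixed with Rap1B loaded with BODIPY-GDP (250 nM) plus 50 uM unlabeled GDP; compounds pinned in, 5 min RT, then read every 5 min for 30 min (ex 480, em 540 nm). Normalized to cAMP control.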
aSyn yeast inh = rescues yeast growth from alpha-synuclein toxicity. Potency, µM (doses to about 46.1 µM), for inactives: at the top dose growth rescue (activation), actives largely listed as activators. AID 652106. actives 0.14% (n = 370,000). Yeast expressing alpha-synuclein, growth rescue, BacTiter-Glo, 24 h; further: % of control where 0% means no effect; nearly all actives have a fitted effect of over 65% in size
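Screening used galactose-induced yeast with toxic alpha-synuclein levels, exposed to compound for 24 hr at 30 deg C. Cell growth, read with BacTiter-Glo luminescence, gave the measured signal.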
FUS yeast rescue = rescues growth of FUS-expressing yeast. S. cerevisiae FUS-expressing, growth rescue, OD600, 24 h. Potency, µM (doses to about 76.6 µM), inactives show at the highest dose growth rescue (activation), usual class: activators. actives 0.24% (n = 390,000);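 further: plate controls were DMSO vehicle for no effect and reference control for full effect; nearly all actives have a fitted effect of over 55% in size; some results filed as inactive show a strong effect at the top dose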
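Yeast FUS proteinopathy model; galactose-induced FUS (2%), starting OD 0.005. Cpds in dilution series, 24hr, 30C, 99% humidity. Abs 600 nm growth. Pos ctrl CP55940 (top 92uM final); neg ctrl DMSO.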
EPAC1 antagonist = blocks human EPAC1 exchange factor | EPAC1 GEF assay, Rap1b-BODIPY-GDP exchange fluorescence | actives 0.14% (n = 360,000) | O95398 | Potency, µM (titrated, usually from 115 µM), for inactives: top-dose activity change, negative = inhibition, most hits filed as inhibitors;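 further: plate controls were vehicle for no effect and positive control for full effect; nearly all actives have a fitted effect of over 50% in size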
EPAC2 antag = EPAC2 (human) antagonism; actives 0.18% (n = 360,000); EPAC2 GEF exchange of Rap1B-BODIPY-GDP, fluorescence; Potency, µM (series often up to 114 µM), for inactives: at the top dose activity, negative = inhibition, hits mostly inhibitors; further: on the % scale 0 is the no-effect control and ±100 the full control effect; nearly all actives have a fitted effect of over 45% in size; many of its hits are not listed in these tables
EPAC1 agonist = agonists of human EPAC1 | O95398 | EPAC1 agonist qHTS, biochemical assay; response scale: 100% = response to 6.5 mM cAMP | Potency, µM (top dose mostly 154 µM), inactives show top-dose activation, hits mostly activators | actives 0.073% (n = 360,000); further: nearly all actives have a fitted effect of over 60% in size
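Read-out is the fluorescence drop as BODIPY-GDP leaves Rap1B (480 nm excitation, 540 nm emission), recorded every 5 minutes over 30 minutes. Reactions held 100 nM EPAC1, 250 nM Rap1B–BODIPY-GDP and 50 uM GDP, with 6.5 mM cAMP setting full activation.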
PTHR1 ag = agonists of human PTHR1 parathyroid hormone receptor | actives 0.075% (n = 410,000) | HEK293 GP2 PTHR1 cells, GloSensor cAMP luminescence, 1 h | AID 743266 | Q03431 | Potency, µM (series often up to 115 µM), for inactives: at the top dose activation, hits mostly activators; further: nearly all actives have a fitted effect of over 55% in size; some results filed as inactive show a strong effect at the top dose; inactives centre near -15; many of its hits are not listed in these tables
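HEK-293-derived GP2 cells expressing PTHR1 and a GloSensor cAMP reporter, 3,000/well, plated overnight, given luciferin plus IBMX (each 0.5 mM as added) for 1 h at 37 °C, then compound for 1 h at 37 °C. Luminescence was read after 15 min at room temperature.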
TDP-43 yeast inh = rescues yeast growth from TDP-43 toxicity. TDP-43 expressing yeast growth rescue, BacTiter-Glo, 24 h. actives 1.8% (n = 410,000). Potency, µM (highest dose often 46.1 µM), inactives show at the highest dose growth rescue (activation), most hits filed as activators; further: % of control where 0% means no effect; nearly all actives have a fitted effect of over 50% in size
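Luminescence from BacTiter-Glo reports growth of TDP-43-expressing yeast after 24 hr at 30 deg C with compound. Cells were raffinose-pregrown to mid-log, then seeded in galactose medium at OD600=0.02.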
Active calls of the source: *; i = inactive; ? = inconclusive; / = not tested or not shown; & = joins results of further samples; [ ] = dose if it differs, or a comment. The call rests on the fitted dose curve; in most records, active means well fitted curve in the direction sought with a large enough effect; inconclusive means small, poorly fitted or top-dose-only effect, or another doubt; inactive means no such curve, though single readings can be large; an effect the other way counts as inactive or inconclusive. Potency means the concentration at half of the fitted maximal effect. Some of the compounds tested, so the mix of outcomes need not match the whole.

1	O=C(CSc1ccc(-c2ccccn2)nn1)N1CCCc2ccccc21
2	O=S(=O)(NCCN1CCCC1)c1ccc(Br)cc1
3	Cc1cc2cc(CN(Cc3ccco3)C(=O)NCc3ccccc3)c(=O)[nH]c2cc1C
4	Cc1cc(C(=O)Cn2cnc3cc(F)ccc3c2=O)c(C)n1C1CC1
5	C=C1c2c(Cl)ccc(O)c2C(O)=C2C(=O)[C@]3(O)C(O)=C(C(N)=O)C(=O)[C@@H](N(C)C)[C@@H]3[C@@H](O)C12 (some centres undefined)
6	CCNC(=O)NC(=O)C(C)OC(=O)c1ccc(-n2nc(SC)sc2=S)cc1 (centres undefined)
7	CCCC1(C2CCCC2)NC(=O)NC1=O (centres undefined)
8	O=C(O)c1nn2cc(CCO)cnc2c1Cl

Assay by compound | 1 | 2 | 3 | 4 | 5 | 6 | 7 | 8
EPAC2 ag | 1% | 13% | 3% | 16% | -7% | 3% | -3% | -2%
aSyn yeast inh | 6% | -7% | 4% | 8% | -4% | 9% | 0% | -5%
FUS yeast rescue | 14% | -10% | 14% | -28% | -4% | 38% | / | 9%
EPAC1 antagonist | -14% | -12% | 0% | 1% | -17% | 4% | 4% | 36%[activator]
EPAC2 antag | -2% | 2% | -5% | 0% | -15% | -2% | 2% | 4%
EPAC1 agonist | 11% | 8% | 11% | -1% | -27% | -3% | -1% | 2%
PTHR1 ag | -11% | -91%[inhibitor] | i | -20% | -19% | -18% | i | -16%
TDP-43 yeast inh | 19% | -8% | 6% | -42%[inhibitor] | -9% | 0% | 14% | -22%

9	O=C(C1CCC(CNc2nc(=S)[nH]c3ccccc23)CC1)N1CCN(c2ccccn2)CC1 (centres undefined)
10	O=C(OCc1nc2ccccc2s1)c1cccc(N2C(=O)CCC2=O)c1
11	O=C(NC1CC1)C1=C[C@@H](C2CC2)C[C@@H](OCCCCO)O1
12	CS(=O)(=O)c1ccc2nc(NC(=O)CN3CCN(Cc4ccccc4)CC3)sc2c1
13	O=[N+]([O-])/C=C/c1cn(Cc2ccc(F)cc2)c2ccccc12
14	Cn1c(-c2csc(-c3ccccc3)n2)n[nH]c1=S
15	O=C(CCCCO)c1ccc(O)c(Cl)c1
16	CC(C)CCNC(=O)C(CC(C)C)N(Cc1ccc2c(c1)OCO2)C(=O)c1snc(C(N)=O)c1N (centres undefined)

Assay by compound | 9 | 10 | 11 | 12 | 13 | 14 | 15 | 16
EPAC2 ag | 9% | 2% | 3% | 5% | ? | 4% | -4% | -1%
aSyn yeast inh | ? | 2% | -6% | 0% | 8% | -6% | -1% | -1%
FUS yeast rescue | 13% | -14% | -30% | 18% | 1% | 2% | -1% | ?
EPAC1 antagonist | -4% | 3% | -28% | -22% | -16% | -20% | 10% | ?
EPAC2 antag | -3% | 13% | -2% | 3% | -8% | 3% | 20% | -19%
EPAC1 agonist | 8% | -4% | -12% | 0% | 25% | 3% | -19% | -9%
PTHR1 ag | -44% | i | -11% | i | -33%[inhibitor] | i | 5% | i
TDP-43 yeast inh | -15% | -6% | 11% | -23% | 13µM* | 10% | -9% | 26%

17	CC(=O)NCCNC(=O)c1ccc(Sc2ccccc2)c([N+](=O)[O-])c1
18	COc1ccc(OC)c(/C=N\NC(=O)c2cc3c(ccc4ccccc43)o2)c1
19	CN1CCN(C(=O)c2cc3c(c(-c4cccc(-c5cc6ccccc6o5)c4)n2)[C@@H](CCO)N(S(=O)C(C)(C)C)C3)CC1 (some centres undefined)
20	O=C(Nc1cccc(O)c1)c1ccccc1[N+](=O)[O-]
21	CC(C)NS(=O)(=O)c1ccc(OCC(=O)NC2CCCCCC2)cc1
22	O=C(CN1C(=O)C2C3C=CC(C3)C2C1=O)N1CCc2ccccc2C1 (centres undefined)
23	CCOC(=O)Cc1nn(Cc2ccccc2)c(=O)c2ccccc12
24	CCC(O)(CC)C(=O)N=Nc1c(O)[nH]c2ccccc12

Assay by compound | 17 | 18 | 19 | 20 | 21 | 22 | 23 | 24
EPAC2 ag | -2% | 2% | 0% | -6% | 5% | 8% | 9% | -2%
aSyn yeast inh | -3% | 2% | -2% | 3% | -1% | 5% | 27% | -2%
FUS yeast rescue | -15% | 30% | 6% | -14% | 1% | -8% | -19% | 5%
EPAC1 antagonist | 1% | 22% | 18% | -13% | -7% | 0% | -1% | 11%
EPAC2 antag | -6% | 5% | 10% | 1% | -2% | 6% | ? | -1%
EPAC1 agonist | -4% | -2% | -9% | 2% | 6% | 3% | -3% | -5%
PTHR1 ag | -10% | i | -15% | -23% | i | i | i | -15%
TDP-43 yeast inh | -15% | 9% | 14% | 8% | 1% | -7% | ? | 5%

25	CC(OC(=O)CCN=C1NS(=O)(=O)c2ccccc21)C(=O)NC1CCCCC1C (centres undefined)
26	CC(C)(C)C(=O)/C=c1\[nH]c(=O)/c(=C\c2ccccc2F)s1
27	COc1cc(OC)cc(C(=O)NCC(=O)OCC(=O)Nc2ccc3c(c2)OCO3)c1
28	CCCCNC(=O)c1nc(C2CCN(S(=O)(=O)c3ccc(C(F)(F)F)cc3)CC2)oc1-c1ccccc1
29	N/C(=N\OC(=O)c1cc(-c2ccccc2)nc2ccccc12)c1ccncc1
30	CCOC(=O)c1ccc(CSc2nncn2N)o1
31	Cc1ccc(C(=O)N2CCN(C)CC2)cc1S(=O)(=O)N1CCCCC1
32	COC(=O)c1ccc(CSc2nc3ccccc3c(=O)n2N)cc1

Assay by compound | 25 | 26 | 27 | 28 | 29 | 30 | 31 | 32
EPAC2 ag | 2% | -4% | 9% | -3% | 4% | 12% | 12% | -7%
aSyn yeast inh | 1% | 5% | 1% | ? | ? | 1% | 2% | 11%
FUS yeast rescue | 7% | 13% | 13% | -2% | 12% | ? | / | -2%
EPAC1 antagonist | 14% | 4% | -8% | -18% | 11% | -3% | ? | -20%
EPAC2 antag | 6% | 5% | 3% | -18% | -4% | -5% | 6% | ?
EPAC1 agonist | 0% | -2% | -6% | -2% | 6% | 4% | -3% | -11%
PTHR1 ag | i | -5% | -1% | -16% | i | 16% | i | 0%
TDP-43 yeast inh | 10% | / | -8% | 13% | -3% | -5% | 8% | 1%

33	COc1ccc2c(c1)C(c1cccs1)=NNC(c1ccncc1)=N2
34	CN(Cc1ccccc1)C(=O)C1CCCN(Cc2cccc(Cl)c2)C1 (centres undefined)
35	CC(=O)c1ccc(Cc2ncc(C(F)(F)F)cc2Cl)s1
36	COCC(=O)N(Cc1ccc(OC)cc1)Cc1nc2ccccc2c(=O)[nH]1
37	O=[N+]([O-])CC(c1ccccc1)P(=O)(c1ccccc1)c1ccccc1 (centres undefined)
38	N#Cc1cnn(-c2cc(Cl)ccc2Cl)c1N
39	CCN(CC)S(=O)(=O)c1cccc(-c2nnc(SCC(N)=O)n2N)c1
40	CCOC(=O)c1c(C)[nH]c(C(=O)C(C)OC(=O)c2cnc(C)cn2)c1C (centres undefined)

Assay by compound | 33 | 34 | 35 | 36 | 37 | 38 | 39 | 40
EPAC2 ag | 3% | -20%&-5% | -17% | 4% | 8% | 8% | 10% | 3%
aSyn yeast inh | -1% | 10%&-8% | 4% | 2% | -3% | 5% | -4% | -8%
FUS yeast rescue | ? | -10%&-43% | -2% | 11% | 3% | -10% | 15% | /
EPAC1 antagonist | -19% | -2%&16% | -6% | 12% | 1% | -2% | 18% | -6%
EPAC2 antag | 2% | ? | -3% | 18% | 4% | 1% | 10% | -6%
EPAC1 agonist | -7% | 3%&-10% | -4% | -6% | 8% | 16% | -5% | 1%
PTHR1 ag | i | -34%[inhibitor] | i | -6%[57.5 µM] | i | i | -3% | -20%
TDP-43 yeast inh | 11% | -21%&10% | -1% | -10% | 12% | 14% | -5% | -5%

Numbers 33–38, reprinted for reference:
33	COc1ccc2c(c1)C(c1cccs1)=NNC(c1ccncc1)=N2
34	CN(Cc1ccccc1)C(=O)C1CCCN(Cc2cccc(Cl)c2)C1 (centres undefined)
35	CC(=O)c1ccc(Cc2ncc(C(F)(F)F)cc2Cl)s1
36	COCC(=O)N(Cc1ccc(OC)cc1)Cc1nc2ccccc2c(=O)[nH]1
37	O=[N+]([O-])CC(c1ccccc1)P(=O)(c1ccccc1)c1ccccc1 (centres undefined)
38	N#Cc1cnn(-c2cc(Cl)ccc2Cl)c1N

Assay by compound | 33 | 34 | 35 | 36 | 37 | 38
EPAC2 ag | 3% | -20%&-5% | -17% | 4% | 8% | 8%
aSyn yeast inh | -1% | 10%&-8% | 4% | 2% | -3% | 5%
FUS yeast rescue | ? | -10%&-43% | -2% | 11% | 3% | -10%
EPAC1 antagonist | -19% | -2%&16% | -6% | 12% | 1% | -2%
EPAC2 antag | 2% | ? | -3% | 18% | 4% | 1%
EPAC1 agonist | -7% | 3%&-10% | -4% | -6% | 8% | 16%
PTHR1 ag | i | -34%[inhibitor] | i | -6%[57.5 µM] | i | i
TDP-43 yeast inh | 11% | -21%&10% | -1% | -10% | 12% | 14%

Additional records.
41	O=C(C1CCCC1)N1CCN(S(=O)(=O)c2ccc(F)cc2)CC1
42	Cc1cnc(C(=O)OC(C(=O)Nc2cc(C(F)(F)F)ccc2Cl)c2ccccc2)cn1 (centres undefined)
43	CC(C)n1ncc2c(C(=O)Nc3cccc(S(=O)(=O)N(C)C)c3)cc(C3CC3)nc21
44	O=C(CSc1nnc(Cn2c(=O)sc3ccccc32)n1-c1ccccc1)N1CCCC1
45	CC1C/C(=N/O)C(C)CN1 (centres undefined)
46	O=C(C=Cc1cccs1)c1cccs1
47	c1ccc(Nc2nc(N3CCCC3)nc(N3CCOCC3)n2)cc1

Assay by compound | 41 | 42 | 43 | 44 | 45 | 46 | 47
EPAC2 ag | 1% | -3% | 0% | 2% | 3% | 16% | 9%
aSyn yeast inh | 6% | 2% | 2% | 0% | 3% | -11% | /
FUS yeast rescue | -23% | 7% | / | -2% | -28% | 4% | -1%
EPAC1 antagonist | -26% | ? | -11% | -4% | -4% | -15% | -1%
EPAC2 antag | 2% | -19% | -14% | 5% | 4% | -29% | -17%
EPAC1 agonist | 6% | 10% | 0% | -15% | 11% | 4% | 2%
PTHR1 ag | 14% | i | i | -16% | -1%[57.5 µM] | -25% | -8%
TDP-43 yeast inh | 2% | 18µM* | 13% | ? | 3% | -21% | /

Screening data: PubChem, National Center for Advancing Translational Sciences (NCATS)
